SMN2 splice enh: qHTS Assay for Enhancers of SMN2 Splice Variant Expression. HEK293 SMN2-luciferase splicing reporter, luminescence, 30-36 h. Potency, µM (highest dose often 46.1 µM), inactives show at the highest dose activity change, positive = activation, actives largely listed as activators. 210,000 compounds, 2.8% hits; further: % of control where 0% means no effect; nearly all actives have a fitted effect of over 55% in size
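HEK293 cells carry an SMN2 […]–luciferase reporter in which exon 7 inclusion puts luciferase in frame. Cells were plated 10-12 h before compound addition, then incubated 30-36 h at 37C. ONE-Glo luminescence was read; sodium butyrate at 4.5 mM final served as control.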
TRb-SRC2 inh: qHTS for Inhibitors of the Interaction of Thyroid Hormone Receptor and Steroid Receptor Coregulator 2. Thyroid hormone receptor beta (Homo sapiens), P10828. TRbeta-SRC2 peptide binding, fluorescence polarization; receptor liganded with 1 µM T3. Potency, µM (doses to about 106 µM), for inactives: top-dose activity change, negative = inhibition, actives largely listed as inhibitors. 280,000 compounds, 0.065% hits;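 further: plate controls were bound peptide for no effect and peptide without receptor for full effect; nearly all actives have a fitted effect of over 50% in size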
Target sequence (P10828 whole entry, looked up): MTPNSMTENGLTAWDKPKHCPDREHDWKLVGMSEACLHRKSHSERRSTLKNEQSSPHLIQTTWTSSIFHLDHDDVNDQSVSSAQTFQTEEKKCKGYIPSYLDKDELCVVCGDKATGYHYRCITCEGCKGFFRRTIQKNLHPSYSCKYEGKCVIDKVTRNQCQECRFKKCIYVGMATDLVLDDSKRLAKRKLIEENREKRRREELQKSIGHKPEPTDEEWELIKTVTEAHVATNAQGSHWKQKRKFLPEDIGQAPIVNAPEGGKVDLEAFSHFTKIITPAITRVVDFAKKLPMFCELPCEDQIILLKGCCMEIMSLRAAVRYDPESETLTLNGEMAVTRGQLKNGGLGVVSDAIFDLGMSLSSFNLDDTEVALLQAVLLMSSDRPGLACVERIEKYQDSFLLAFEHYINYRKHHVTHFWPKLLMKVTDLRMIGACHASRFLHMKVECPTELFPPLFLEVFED
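A fluorescence polarization screen tested compounds at multiple concentrations against complex formation between 0.6 uM TRb ligand-binding domain and 20 nM Texas Red SRC2 peptide, with 1 uM T3 present; readout after 5 hr.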
KDM4E inh: qHTS Assay for Inhibitors of Human Jumonji Domain Containing 2E (JMJD2E). 230,000 compounds, 1.6% hits. Potency, µM (titrated, usually from 57.1 µM), without a hit: top-dose activity change, negative = inhibition, actives largely listed as inhibitors. JMJD2E catalytic domain, FDH-coupled NADH fluorescence (FDH is formaldehyde dehydrogenase); active means well fitted inhibition curve with a large enough effect, not every such curve was filed as active; inconclusive means small, poorly fitted or top-dose-only effect, or another doubt; inactive means no such curve, though single readings can be large or run the other way;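 further: 0% = wells with enzyme and -100% = buffer wells without enzyme; nearly all actives have a fitted effect of over 50% in size; many of its hits are not listed in these tables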
RECQ1 helicase: qHTS Assay for Inhibitors of RecQ-Like Dna Helicase 1 (RECQ1); Potency, µM (doses to about 57.3 µM), without a hit: top-dose activity, negative = inhibition, most hits filed as inhibitors; ATP-dependent DNA helicase Q1 (Homo sapiens), P46063; RECQ1 DNA unwinding, red fluorescence kinetic read; AID 2549, 2010; 240,000 compounds, 0.54% hits;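 further: plate controls were vehicle for no effect and no enzyme for full effect; nearly all actives have a fitted effect of over 30% in size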
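RECQ1T1 50 nM; forked duplex (20 bp + 30-nt ss tails) 200 nM, ATP 2 mM final; pH 8.0, 2 mM MgCl2, 2.5 ug/ml poly(dI-dC); 15 min compound preincubation; discontinuous kinetic read over 2 h at RT.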
TR SRC2 fluor cs: Total Fluorescence Counterscreen for Inhibitors of the Interaction of Thyroid Hormone Receptor and Steroid Receptor Coregulator 2; TRb/SRC2 Texas Red total fluorescence interference; Potency, µM (series often up to 106 µM), without a hit: at the highest dose fluorescence change, negative = quenching; 280,000 compounds, 0.29% hits; AID 1479, 2009; active means well fitted curve in either direction with a large enough effect; inconclusive means small, poorly fitted or top-dose-only effect; further: on the % scale 0 is the no-effect control and ±100 the full control effect
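Flags fluorescent or light-absorbing compounds by total fluorescence, S + 2P, at 555 nm excitation and 632 nm emission. Mixture: 20 nM Texas Red SRC2 peptide, 0.6 uM human TRb LBD, 1 uM T3, 5% DMSO; compound exposure 5 h at ambient temperature.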
ALDH1A1 inh: qHTS Assay for Inhibitors of Aldehyde Dehydrogenase 1 (ALDH1A1) | Aldehyde dehydrogenase 1A1 (Homo sapiens), P00352 | Purified ALDH1A1, NADH fluorescence, propionaldehyde substrate | Potency, µM (top dose mostly 75.3 µM), for the others: top-dose activity, negative = inhibition, most hits filed as inhibitors | 220,000 compounds, 7.3% hits | AID 1030, 2008; active means well fitted inhibition curve with a large enough effect, not every such curve was filed as active; inconclusive means small, poorly fitted or top-dose-only effect, or another doubt; inactive means no such curve, though single readings can be large or run the other way;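 further: plate controls were no enzyme wells and a reference inhibitor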
Target sequence (P00352 whole entry, looked up): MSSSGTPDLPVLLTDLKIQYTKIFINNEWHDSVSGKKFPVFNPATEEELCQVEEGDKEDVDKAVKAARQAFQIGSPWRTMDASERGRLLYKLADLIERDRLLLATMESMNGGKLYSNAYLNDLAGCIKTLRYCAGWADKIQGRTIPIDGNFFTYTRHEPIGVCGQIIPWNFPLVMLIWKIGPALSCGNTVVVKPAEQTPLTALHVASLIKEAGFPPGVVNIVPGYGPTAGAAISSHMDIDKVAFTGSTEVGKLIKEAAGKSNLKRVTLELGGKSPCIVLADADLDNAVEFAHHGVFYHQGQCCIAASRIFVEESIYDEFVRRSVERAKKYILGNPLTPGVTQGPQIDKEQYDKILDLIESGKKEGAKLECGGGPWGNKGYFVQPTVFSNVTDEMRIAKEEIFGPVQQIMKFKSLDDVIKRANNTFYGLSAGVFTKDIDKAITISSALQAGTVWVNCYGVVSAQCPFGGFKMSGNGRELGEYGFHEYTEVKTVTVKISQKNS
LMNA splice mod: qHTS Assay for Modulators of Lamin A Splicing | HeLa LMNA splicing GFP/RFP minigene ratio, 48 h | Potency, µM (highest dose often 46.1 µM), without a hit: at the highest dose ratio change, negative = inhibition, hits mostly inhibitors | 200,000 compounds, 0.01% hits; active means well fitted inhibition curve with a large enough effect in the signal ratio, with a control signal flat, not every such curve was filed as active; inconclusive means small, poorly fitted or top-dose-only effect, or effect the other way, or a change in a side signal; the % refers to the signal ratio; further: on the % scale 0 is the no-effect control and ±100 the full control effect
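S3 HeLa cells stably expressing lamin A-EGFP splicing minigene plus DsRed2, 600 cells/well, 48 h compound exposure at 37C. Laser-scanning cytometry; analysed as GFP (500-530 nm)/RFP (575-640 nm) total intensity ratio; 0.5% DMSO vehicle.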
GoLoco inh red: qHTS Assay for Inhibitors of RGS12 GoLoco Motif Activity (Red Fluorophore); AID 880, 2007; Guanine nucleotide-binding protein G(i) subunit alpha-1 (Homo sapiens), P63096; Gai1:RGS12 GoLoco peptide FP, rhodamine, 10 min; Potency, µM (titrated, usually from 61.6 µM), without a hit: at the top dose activity, negative = inhibition, actives largely listed as inhibitors; 230,000 compounds, 0.44% hits; active means well fitted inhibition curve with a large enough effect, not every such curve was filed as active; inactive means no such curve, though single readings can be large or run the other way; further: on the % scale 0 is the no-effect control and ±100 the full control effect; nearly all actives have a fitted effect of over 30% in size; many of its hits are not listed in these tables
Active calls of the source: *; i = inactive; ? = inconclusive; . = no result given; & = joins results of further samples; [ ] = another dose, or the depositor's remark. Unless noted, the call rests on the fitted dose curve; in most records, active means well fitted curve in the direction sought with a large enough effect; inconclusive means small, poorly fitted or top-dose-only effect, or another doubt; inactive means no such curve, though single readings can be large; an effect the other way counts as inactive or inconclusive. Potency means the concentration at half of the fitted maximal effect. Only part of the results is shown (hit frequency here may not be typical).

SMILES | SMN2 splice enh | TRb-SRC2 inh | KDM4E inh | RECQ1 helicase | TR SRC2 fluor cs | ALDH1A1 inh | LMNA splice mod | GoLoco inh red
O=C(Oc1ccc(-c2nnco2)cc1)N(c1ccccc1)c1ccccc1 | -6% | 0% | -1% | i | 2% | -11% | -13% | 7%
Cc1ccc(-c2cc(NC(=O)CCl)n(-c3ccccc3)n2)cc1 | -94%[inhibitor] | 7% | -21% | -3% | 3% | 0.5µM* | ? | 4%
COCCCN(C(=S)Nc1cc(Cl)cc(Cl)c1)C(C)c1ccccn1 (stereo not drawn) | . | 5% | -2% | -6% | 0% | . | . | -7%
CC(=O)N1c2ccccc2Oc2cc3ccccc3cc21 | ? | -1% | -15% | -5% | -3% | -3% | -15% | 0%
Cc1cccc(NCCNc2cccc(C)c2)c1 | -21% | 2% | 1% | -4% | 1% | -4% | -1% | 11%
Cc1nc(-c2ccccc2)cc(=O)[nH]1 | 2% | 8% | -1% | i | -4% | 1% | 12% | 7%
Cc1ccc(-c2nnn(CC(=O)N(CC(=O)NC3CCCC3)c3cnc4ccccc4c3)n2)o1 | 26% | -13% | -11% | -1% | 0% | ? | -1% | -4%
COC(=O)C(C(=O)OC)C(Cc1cc(F)cc(F)c1F)NC=O (stereo not drawn) | 10% | 2% | 12% | -11% | -1% | 6% | . | 9%
COc1ccc(NC(=O)c2cn3c(nc4ccccc43)c(C#N)c2C)cc1 | . | -4% | ? | i | -2% | . | . | 5%
C/C(=C(\C#N)C(=O)NCCCN1CCOCC1)N(C)C | -4% | -17% | 4% | -12% | 1% | 2% | -1% | 10%
CCN1CCN(c2nc(Nc3cccc(C)c3)nc(N)c2[N+](=O)[O-])CC1 | 15% | 4% | -4% | -5% | -3% | -1% | -10% | 10%
COCCSc1nnc(NC(=O)C(C)(C)C)s1 | . | 5% | -3% | -6% | -3% | -12% | -1% | 12%
CCOc1ccc(N=C2SC(C(=O)Nc3ccccc3C#N)C(N)=C2C(=O)Nc2ccc(Cl)cc2)cc1 (stereo not drawn) | -10% | 1% | ? | i | -3% | ? | . | -7%
CCCCCCC1=Cc2cc(OC)c(OC)cc2C(C(C(C)=O)C(=O)OCC)O1 (stereo not drawn) | . | 7%[11.2 µM] | . | 9%[11.5 µM] | -3%[11.2 µM] | 5%[13.5 µM] | . | .
COc1ccc(CCN=CC2=C(O)CC(C)(C)CC2=O)cc1 | -9% | 3% | -2% | 15% | 0% | ? | ? | -9%
CSCCC(NC(=O)c1ccco1)C(=O)OCc1cc([N+](=O)[O-])cc2c1OCOC2 (stereo not drawn) | 7% | -1% | 0% | -4% | -2% | -5% | . | -5%
CC(C)c1nnc(NC(=O)CCC(=O)Nc2ccc(F)cc2)s1 | -3% | -15% | -1% | i | 1% | -4% | -4% | 2%
COC(=O)c1ccc(COc2ccc3c(C)c(C)c(=O)oc3c2)o1 | 10% | -3% | 3% | -6% | -1% | ? | 16% | 15%
COC(=O)Nc1nc(C)c(C(=O)c2ccccc2)s1 | 8% | -7% | -2% | -6% | -4% | -2% | -24% | 7%
N#CC1(NC(=O)CN2CCc3ccccc3C2)CCCC1 | . | -2% | -11% | i | -1% | ? | . | 4%
COc1ccc2nc(NC(=O)Nc3cccc4ccccc34)sc2c1 | ? | 5% | ? | 0% | -3% | ? | . | 2%
O=C(O)C1=C[C@H](c2ccc(Br)cc2)C[C@H](OCc2ccc(CO)cc2)O1 | . | 0% | -13% | -7% | 0% | ? | . | -2%
O=C(Nc1c2c(nn1-c1ccc(F)cc1)CS(=O)C2)c1ccc(S(=O)(=O)N2CCOCC2)cc1 (stereo not drawn) | 14% | 1% | 4% | -1% | 0% | ? | 28%[46 µM] | 0%
Cc1cccc(C(=O)NCCN2CCOCC2)c1[N+](=O)[O-] | 15%[1.84 µM] | 15% | 4% | -1% | 0% | 1% | -6% | 5%
CC1=C([N+](=O)[O-])C(c2ccccc2)C2=C(N1)c1ccccc1C2=O (stereo not drawn) | 1% | -2% | -5% | i | -2% | ? | 10% | 49%[activator]
CC(C)=CCCC1=CC[C@H](C(=O)O)[C@H](C(=O)O)C1 | 22% | 5% | 16% | -12% | 0% | 3% | . | -1%
N=C1C(c2nc3ccccc3s2)=C(O)CN1NC(=O)c1ccccc1[N+](=O)[O-] | 4% | 8% | -11% | i | -2% | -1% | . | 2%
CC(=O)c1ccc(NC(=O)CSc2ccc(-c3ccc4c(c3)OCO4)nn2)cc1 | 8% | 2% | -4% | -11% | 3% | 0% | -3% | 5%
Oc1ccc(O)cc1 | 9%&1%&15% | 2%&-1%&3% | ? | ? | -1%&-3%&-2% | -14%&-8% | ? | -15%&156%&-39%
Cc1c([N+](=O)[O-])nnn1-c1cc(Cl)cc(Cl)c1 | -4% | 5% | 1% | -1% | 0% | 3% | 3%[46 µM] | 8%
CC(C)CC(C(=O)Nn1cnnc1)N1C(=O)c2ccccc2C1=O (stereo not drawn) | 1% | -22% | 20% | 22% | 0% | ? | -4% | 3%
CCCC1(C)Nc2ccccc2-c2nc3ccccc3n21 (stereo not drawn) | -5% | -9% | ? | i | 0% | ? | 15% | 8%
CCOC(=O)c1[nH]cnc1C(=O)Nc1ccncc1 | 24% | 6% | -4% | i | -6% | 6% | 4% | -3%
CCOC(=O)C1CCCN(C(=O)COC(=O)c2cc(=O)c3ccccc3o2)C1 (stereo not drawn) | -25% | 1% | -3% | 0% | -3% | -4% | 12% | -2%
COc1ccc(NC(=O)/C=C/c2cc(OC)c(OC)c(OC)c2)cn1 | 37% | -1% | -7% | -7% | -1% | 0% | . | -6%
O=c1oc(Nc2ccccc2Cl)nc2ccccc12 | ? | 3% | i | 7% | -2% | ? | . | 0%
COc1ccc(CC(=O)Nc2nc3ccccc3[nH]2)cc1 | . | -6% | 12% | -4% | -3% | . | . | -17%
O=C1Nc2ccc([N+](=O)[O-])cc2OC1CCN1CCN(Cc2ccccc2)CC1 (stereo not drawn) | . | 3% | -1% | -6% | -1% | -5% | . | 9%
CC(C)=CC[N+]1(C)CCCCC1 | 5% | -4% | 7% | -4% | -1% | 6% | -2% | -3%
CCCCCCCCNC(=O)C(CCC(=O)OCc1ccccc1)NC(C)=O (stereo not drawn) | 28% | 8% | 7% | -2% | -3% | ? | -4% | -2%

The closing 2 entries of the section before lead into the next:
SMILES | SMN2 splice enh | TRb-SRC2 inh | KDM4E inh | RECQ1 helicase | TR SRC2 fluor cs | ALDH1A1 inh | LMNA splice mod | GoLoco inh red
CC(C)=CC[N+]1(C)CCCCC1 | 5% | -4% | 7% | -4% | -1% | 6% | -2% | -3%
CCCCCCCCNC(=O)C(CCC(=O)OCc1ccccc1)NC(C)=O (stereo not drawn) | 28% | 8% | 7% | -2% | -3% | ? | -4% | -2%
O=C(CSc1nc(-c2cccs2)cc(C(F)(F)F)n1)Nc1cc(OCC(F)(F)C(F)F)cc([N+](=O)[O-])c1 | -16% | 0% | 2% | -4% | 0% | 12% | ? | 1%
O=C(/C=C\c1cccs1)c1c(O)ccc2ccc(=O)oc12 | -19% | 0% | -5% | i | -6% | ? | ? | -4%
O=C(/C=C/c1ccco1)NC(=S)Nc1nc(-c2ccc(Cl)cc2)cs1 | . | -2% | 0% | -3% | -3% | -3% | -18% | .
Oc1ccccc1-c1nnc(SCCN2CCOCC2)n1Cc1ccccc1 | -32%[inhibitor] | -1% | ? | 1.6µM* | -3% | 3% | ? | 6%
COc1cc2cc(C(=O)Nc3ccccc3)c(N)nc2cc1OC | -7% | -1% | ? | -1% | -7% | ? | ? | 13%
COC(C[C@@H]1O[C@H]1[C@@H](O)COCc1ccccc1)OC | . | 6% | 9% | -1% | 2% | . | . | 10%
COc1ccc2cc(C#N)c(N3CCN(C(=O)c4ccccc4C)CC3)nc2c1 | -46%[inhibitor] | -6% | ? | -9% | -3% | ? | ? | 6%
Cc1cc(C(=O)Nc2ncn(Cc3ccc(F)cc3)n2)ccc1[N+](=O)[O-] | . | -2% | -11% | i | -2% | . | . | 5%
CSc1ncc(OCc2ccccc2)c(=O)[nH]1 | . | 5% | -5% | i | -2% | 7% | ? | 13%
COC(=O)c1ccc(NC(=S)N2CCN(Cc3ccccc3OC)CC2)cc1 | . | 7% | 5% | -13% | -4% | 5% | ? | 8%
CCCCC(=O)OCC(=O)Nc1ccc(SC(F)F)cc1 | -5% | 3% | 6% | -13% | -5% | -12% | . | 8%

As entered above:
COc1ccc2cc(C#N)c(N3CCN(C(=O)c4ccccc4C)CC3)nc2c1 | GoLoco inh red: 6%
COC(C[C@@H]1O[C@H]1[C@@H](O)COCc1ccccc1)OC | TR SRC2 fluor cs: 2%
CSc1ncc(OCc2ccccc2)c(=O)[nH]1 | KDM4E inh: -5%
O=C(/C=C/c1ccco1)NC(=S)Nc1nc(-c2ccc(Cl)cc2)cs1 | KDM4E inh: 0%
O=C(/C=C\c1cccs1)c1c(O)ccc2ccc(=O)oc12 | KDM4E inh: -5%
COC(=O)c1ccc(NC(=S)N2CCN(Cc3ccccc3OC)CC2)cc1 | GoLoco inh red: 8%

Source: PubChem BioAssay
